Screening results: PubChem BioAssay, National Center for Advancing Translational Sciences (NCATS)
KDM5B inhibitor = Primary screen for KDM5B Histone Demethylases FDH-coupled qHTS; AID 1347165, 2019; Lysine-specific demethylase 5B (Homo sapiens), Q9UGL1; 220,000 tested, 2.6% active; KDM5B demethylase, FDH-coupled NADH fluorescence (FDH is formaldehyde dehydrogenase); Potency, µM (series often up to 57.7 µM), for the others: at the top dose activity change, negative = inhibition, actives largely listed as inhibitors; active = well fitted inhibition curve with a large enough effect; inconclusive = small, poorly fitted or top-dose-only effect; inactive = no such curve, though single readings can be large or run the other way; also: 0% is about no effect; nearly all actives have a fitted effect of over 70% in size
Target sequence (Q9UGL1 whole entry, looked up): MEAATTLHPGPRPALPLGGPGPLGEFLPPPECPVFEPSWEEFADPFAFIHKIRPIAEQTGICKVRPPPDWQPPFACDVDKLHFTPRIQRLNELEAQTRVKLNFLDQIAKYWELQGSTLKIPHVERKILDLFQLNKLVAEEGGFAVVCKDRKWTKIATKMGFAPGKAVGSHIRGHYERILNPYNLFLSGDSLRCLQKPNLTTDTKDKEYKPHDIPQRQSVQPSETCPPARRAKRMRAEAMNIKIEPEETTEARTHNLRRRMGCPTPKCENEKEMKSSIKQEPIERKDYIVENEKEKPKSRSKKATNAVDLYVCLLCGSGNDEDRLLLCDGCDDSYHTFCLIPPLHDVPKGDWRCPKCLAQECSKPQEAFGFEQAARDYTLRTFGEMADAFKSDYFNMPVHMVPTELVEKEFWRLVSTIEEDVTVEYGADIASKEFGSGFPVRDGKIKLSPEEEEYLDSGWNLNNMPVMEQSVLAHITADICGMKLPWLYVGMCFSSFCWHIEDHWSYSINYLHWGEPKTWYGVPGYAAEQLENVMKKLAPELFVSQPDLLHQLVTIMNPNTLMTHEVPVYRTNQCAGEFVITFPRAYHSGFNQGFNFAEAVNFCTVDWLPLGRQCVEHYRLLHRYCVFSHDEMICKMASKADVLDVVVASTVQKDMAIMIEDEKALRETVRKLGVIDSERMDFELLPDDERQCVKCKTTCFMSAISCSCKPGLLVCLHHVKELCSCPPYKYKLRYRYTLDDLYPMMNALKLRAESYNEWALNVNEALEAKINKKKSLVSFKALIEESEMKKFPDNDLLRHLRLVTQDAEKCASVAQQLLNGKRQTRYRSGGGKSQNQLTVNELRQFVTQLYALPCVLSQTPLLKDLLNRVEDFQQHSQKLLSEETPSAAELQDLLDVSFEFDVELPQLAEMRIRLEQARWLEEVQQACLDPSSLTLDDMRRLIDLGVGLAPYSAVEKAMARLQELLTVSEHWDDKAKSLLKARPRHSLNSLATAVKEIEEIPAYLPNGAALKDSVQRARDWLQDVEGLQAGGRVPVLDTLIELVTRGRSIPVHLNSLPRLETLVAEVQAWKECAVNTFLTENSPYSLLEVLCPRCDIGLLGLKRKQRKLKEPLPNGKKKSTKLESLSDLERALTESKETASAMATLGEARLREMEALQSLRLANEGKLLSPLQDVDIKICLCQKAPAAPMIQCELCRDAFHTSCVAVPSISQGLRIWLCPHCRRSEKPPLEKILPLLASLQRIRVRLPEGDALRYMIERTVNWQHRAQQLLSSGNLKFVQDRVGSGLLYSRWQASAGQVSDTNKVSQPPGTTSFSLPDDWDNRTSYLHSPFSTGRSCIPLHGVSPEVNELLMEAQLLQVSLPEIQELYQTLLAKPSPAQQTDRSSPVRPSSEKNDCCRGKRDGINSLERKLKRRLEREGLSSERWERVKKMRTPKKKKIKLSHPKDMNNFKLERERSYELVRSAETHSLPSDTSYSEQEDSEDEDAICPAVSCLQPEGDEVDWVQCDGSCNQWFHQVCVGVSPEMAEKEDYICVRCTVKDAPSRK
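Inhibition is measured as reduced NADH fluorescence generation from FDH coupling to formaldehyde release. Truncated KDM5BΔAP at 200 nM final acts on H3K4me3 peptide (12.5 µM in substrate mix) in pH 7.5 HEPES buffer with Tween-20, 30 min, room temperature.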
Numbers without * were called inactive; i = inactive; u = inconclusive; & = joins results of further samples; [ ] = another dose, or the depositor's remark. Potency is read from the fitted curve at half-maximal effect. Not all compounds are listed; rates above refer to the full screens.

Compound	KDM5B inhibitor
CCOc1ccc(CC(=O)N2CCc3cc(OC)c(OC)cc3C2COc2ccc3c(C)cc(=O)oc3c2)cc1 (stereo not given)	-24%
COc1cc(Br)c(C2CC(=O)NC(C)=C2C(=O)OCc2ccc(C)cc2)cc1OC (stereo not given)	3%
O=C(N/N=C\c1cccc(F)c1)c1ccc(-c2ccccc2)cc1	29%
CSc1ncccc1C(=O)OCC(=O)c1cc(C)n(CC2CCCO2)c1C (stereo not given)	13%
Cc1ccc(-n2nc(C)c3nc(CCC(=O)Nc4ccc(F)cc4)c(=O)n(C)c32)cc1	6%
N#Cc1nc(/C=C/c2ccccc2)oc1NCCCN1CCOCC1	i
COc1nc2ccccc2nc1N1CCC(C(=O)Nc2cccc(C)c2)CC1	14%
CC(C)C[C@H](CO)NC(=O)C[C@@H]1c2nc(NC(=O)C(C)(C)C)sc2C[C@@H]2[C@](C)(CO)[C@H](O)CC[C@]21C	-28%
CN(CCc1ccccn1)[C@@H]1[C@H](O)[C@H](CO)O[C@@H]1CNC1CCOCC1	u
COc1ccc(NC(=O)c2ncoc2-c2ccco2)cc1Cl	u
C=CCn1cc(/C=C2/NC(=O)NC2=O)c2ccccc21	u
COc1ccc2[nH]cc(CCN=C(NC(=O)c3ccccc3OC)Nc3nc(C)cc(C)n3)c2c1	u
O=S1(=O)C[C@@H](O)[C@@H](Nc2ccccc2)C1	18%
CCN(CC)S(=O)(=O)c1ccc(C(=O)N(c2ccccc2)c2nc(C)cs2)cc1	-7%
O=c1[nH]c(C2CCCN(Cc3ccc(OC(F)(F)F)cc3)C2)nn1-c1ccc(Cl)cc1 (stereo not given)	-18%
O=C(c1ccno1)N1C[C@@H]2OCC(=O)N(CC3CCCCC3)[C@@H]2C1	-6%[86.2 µM]
COc1cccc2c1Oc1ncccc1N(c1ccc(C(=O)NCc3ccccc3C)s1)C2	17%
COCc1ccc2c(c1)c(OC(C)(C)C(=O)Nc1ccn(C)n1)nn2CCC(C)C	u
Cc1ccc(C(=O)N2CCN(C3CCN(C)C3=O)CC2)cc1C (stereo not given)	8%
O=C(Nc1ccccc1)O[C@@H]1CO[C@H]2[C@@H]1OC[C@@H]2NC(=S)Nc1ccc(F)cc1	-25%[86.2 µM]
CCCn1c(=O)c2sccc2n2c(CCCC(=O)NCCOC)nnc12	-69%
CCc1nnc(NC(=O)c2cccc(S(=O)(=O)N3CCCC3)c2)s1	-3%
COc1ccc(OC(=O)c2cnccn2)cc1	-21%
Cn1cnc(S(=O)(=O)N2CCC(C(=O)N3CCCCCCNC(=O)CC3)CC2)c1	3%
CN1CCN(c2oc(-c3ccccc3)nc2C#N)CC1	u
Cc1cc(F)ccc1NC(=O)CCC1CCCN(C(=O)Cc2ccc3c(c2)OCO3)C1 (stereo not given)	-10%
CCCC(=O)Nc1cccc(C(=O)NCCN2N=C(c3ccccc3)CCC2=O)c1	u
Cc1nc(C2CC(O)C2)cc(N2CCN(CCc3ccccc3)CC2)n1 (stereo not given)	33%[activator]
Cn1nc2n(c1=O)CCC(NC(=O)CN1CCCC1=O)CC2 (stereo not given)	u
COc1ccc(CNC(=O)CCCN2C(=O)CSc3c2c(C)nn3-c2ccccc2)c(OC)c1	-18%

2 consecutive compounds out of the list so far:
Compound	KDM5B inhibitor
COc1cccc2c1Oc1ncccc1N(c1ccc(C(=O)NCc3ccccc3C)s1)C2	17%
COCc1ccc2c(c1)c(OC(C)(C)C(=O)Nc1ccn(C)n1)nn2CCC(C)C	u

Later entries.
Compound	KDM5B inhibitor
COc1ccc(/C=N/NC(=S)NCC2CCCO2)cc1 (stereo not given)	-22%
CC(=O)Nc1ccc(CN[C@@H]2CO[C@H](CNS(C)(=O)=O)[C@H]2O)cc1	95%[activator][86.2 µM]
CSc1ccc(/C=C2\Cc3ccccc3C2=O)cc1	-2%
COc1ccc(-n2nc(C3CCN(Cc4ccc(F)cc4)CC3)[nH]c2=O)cc1	-23%&5%
COCCCNC(=O)CN1C(=O)CSc2ccc(S(=O)(=O)N3CCOCC3)cc21	-29%
Cc1ccc(OCCC(=O)OCC(=O)Nc2ccc(C)cc2Cl)cc1	14%
CCC1(N2CCN(S(=O)(=O)c3ccc(Cl)s3)CC2)CCN(C(=O)C(C)C)C1 (stereo not given)	-6%
CCC(CO)Nc1ncc2cc3ccccc3nc2c1C#N (stereo not given)	101%[activator]
CCN(CCNC(=O)C1CCCN(c2cnn(C)c(=O)c2)C1)c1cccc(C)c1 (stereo not given)	-11%
Cc1ccc(S(=O)(=O)Cc2ccc(C(=O)N3CCN(c4cccc(Cl)c4)CC3)o2)cc1	u
CC[C@H]1CN(C(=O)NC(C)C)CC[C@H]1CC(=O)N1CCC(C(=O)OC)CC1	-10%[86.2 µM]
COc1ccc(OCCOC(=O)COc2ccc3ccccc3c2)cc1	-27%
CN(C)C[C@@H]1CN(c2ccncn2)C[C@H]1NC(=O)c1cc(C2CC2)[nH]n1	-4%
CNC(=S)NNC(=O)c1ccc(C(C)(C)C)cc1	20%
O=S(=O)(CCc1ccccc1Cl)c1ccccc1	15%
CN(C)c1ccc(-c2nc(C3CC(=O)N(c4ccc(F)cc4)C3)no2)cc1 (stereo not given)	32µM*
Cc1c(O)ccc2c(CN(C)CCOc3ccccc3F)cc(=O)oc12	u
CCOc1ccc(N(CC(=O)Nc2ccccc2CC)S(=O)(=O)c2c(C)noc2C)cc1	-5%
CCOc1ccc(-c2[nH]c3c(c2-c2ccc(OC)cc2)c(=O)[nH]c(=O)n3C)cc1OC	-2%
CCCNC(=O)Cn1nc(-c2cccc([N+](=O)[O-])c2)c2ccccc2c1=O	9%
COc1ccc2nc(C[C@@H]3C[C@@H](C(C)C)[C@H](CNC(=O)COCC(=O)O)C=C3C)[nH]c2c1	u
COc1cccc2cc(S(=O)(=O)c3ccc(Cl)c(Cl)c3)c(=O)oc12	18%
CCOc1cc(CNC(=O)Cn2c(-c3cccs3)cc3cc(F)ccc32)ccc1OC	u
CCc1cccc(C)c1NC(=O)Cn1c(N(C)Cc2ccccc2)nc(C)cc1=O	-17%
O=C(CSc1ccccc1)N1CCc2c([nH]c3ccccc23)C1c1ccc(F)cc1 (stereo not given)	-29%
COc1ccccc1CNC(=O)C(CC(C)C)N1Cc2ccccc2C1=O (stereo not given)	u
COC[C@@H]1CN(Cc2ccc(C)o2)C[C@H]1C(=O)N(C)C	-26%
CN(Cc1ccccc1)c1ccc(N2C(=O)CCC2=O)cc1[N+](=O)[O-]	-8%
Cc1ccccc1NCCC(=O)N(C)Cc1ccc(C(=O)NCC(F)(F)F)cc1	-6%
Cc1nc(C)c(C(=O)NCC2Cn3cccc3C(=O)N2Cc2ccccc2)s1 (stereo not given)	-9%
NC(=O)c1ccc(C(=O)OCc2nc3ccccc3o2)cc1	-11%
O=C(Cn1ccn2nc(-c3ccc(F)cc3)c(CO)c2c1=O)Nc1ccc2c(c1)OCCO2	u
Brc1ccc(NC(c2ccccc2)c2ccncc2)cc1 (stereo not given)	u
COC(=O)C1=CN(CC(=O)N(C)c2ccccc2)S(=O)(=O)N=C1C	12%
Cc1nc2ncccn2c1C(=O)N1CCNCC(C(=O)O)C1 (stereo not given)	22µM*
CN(C)CC1(O)CCCN(Cc2ccc(Oc3ccc(Cl)cc3)cc2)C1 (stereo not given)	15%
CC(=O)N1CCN([C@H]2[C@@H]3OC[C@@H](O3)[C@@H](NC(=O)Nc3ccc(F)cc3)[C@@H]2O)CC1	28%[86.2 µM]
COc1ccc(-c2nn(-c3ccccc3)cc2CN2CCC(CO)CC2)c(F)c1	-2%
O=C(Cc1cccnc1)N1CCCCCCn2c(nnc2-c2ccc(F)cc2)CC1	-5%
COc1ccc2nc([C@H]3CCN(Cc4cccnc4)C3)[nH]c2c1	-11%[86.2 µM]
COC(=O)c1c(C)[nH]c(C=O)c1-c1ccccc1	19%
Cc1ccccc1CC(=O)N1CC(C(=O)NCCc2ccncc2)C2(CCOCC2)C1 (stereo not given)	-2%
Fc1ccc(NC2CCCN(Cc3ccc(C#Cc4cncnc4)cc3)C2)cc1F (stereo not given)	u
Cn1cnc2c1c(=O)n(CCCSCc1ccc(F)cc1Cl)c(=O)n2C	17%
COc1ccc(-c2noc(CN3CCCC(OCc4ccccn4)C3)n2)cc1 (stereo not given)	-26%

Carrying on:
molecule,KDM5B inhibitor
CCc1cccc(NC(=O)Cn2c(=O)n(CC3CCC(C(=O)NC)CC3)c(=O)c3sccc32)c1 (stereo not given),-6%
COc1cccc(C(=O)N2C(C(=O)NCC3CCCO3)COC23CCC(C)CC3)c1 (stereo not given),4%
Cc1ccc(S(=O)(=O)Cc2ccc(C(=O)NCCc3ccc(Cl)cc3)o2)cc1,-13%
COc1cc(OC)c(OC)cc1CN1C[C@@H]2C(=O)N(C)C(=O)[C@@H]2C1,-9%
O=C(NCCN1CCOCC1)c1ccc2c(c1)N(Cc1cccc(F)c1)C(=O)c1ccccc1S2,-5%
COCCNC(=O)c1nc(-c2ccc(F)cc2)c2ccccn12,40µM*
Cc1cc(C)c2c(c1)/C(=N/Nc1nc3ccccc3[nH]1)CCC2,19%
Cc1nn(C)c(C(=O)Nc2c(C)nn(C)c2C)c1Br,-22%
COCCNC(=O)c1c(OCC2CC2)cc(=O)n2c1CCOCC2,2%
Cc1ncc(CO)c(CN2CCCC23Cc2ccccc2CNC3=O)c1O (stereo not given),79µM*
COCCOC(=O)C1=C(C)N=C2SC=C(CC(=O)NCc3cccc(F)c3)N2C1c1ccccc1 (stereo not given),-26%
CCc1nnc(NC(=O)Cn2nc3c(cc2=O)CCCCC3)s1,0%
COc1ccc(C(=O)N2CCCC(Cc3ncc(C)n3C(C)C)C2)cn1 (stereo not given),12%
CCCCCCCCS(=O)CCCCCCCC,21%
N#Cc1ccc(CN2CCn3c(nnc3-c3ccc(Cl)cc3)C2)cc1,18%[115 µM]
C#CCN(CC=C)Cc1cnc(S(=O)(=O)CC2CCCCC2)n1CCOC,3%
O=C(O)C[C@@H]1CCN(Cc2ccc(F)cc2)C[C@@H]1CCN1C[C@@H]2C[C@H](C1)c1cccc(=O)n1C2,-23%
CC(C(=O)O)N1CCCCC1 (stereo not given),-10%
c1ccc(-n2nnnc2C2(NC3CCCCC3)CCCC2)cc1,-11%
Cc1ccc(OCC(=O)N/N=C/c2cn(C)c3ccccc23)cc1,u
CCn1nccc1C(=O)N1C[C@@H]2CCCN3CCC[C@@H]([C@H]23)[C@H]1CCCC(=O)NCC1CC1,13%
COc1ccc(S(=O)(=O)Nc2ccc(NC(C)=O)cc2)cc1NC(C)=O,16%
COC(=O)c1c(C)[nH]c(C(=O)N2CCCC2c2cc(OC)ccc2OC)c1C (stereo not given),-10%
CSc1nsc(SC)c1C(=O)NC(=O)Nc1cccnc1,-1%

Some of these compounds in order of heavy-atom count, lowest first.
molecule,KDM5B inhibitor
Cc1ccc(OCC(=O)N/N=C/c2cn(C)c3ccccc23)cc1,u
N#Cc1ccc(CN2CCn3c(nnc3-c3ccc(Cl)cc3)C2)cc1,18%[115 µM]
COC(=O)c1c(C)[nH]c(C(=O)N2CCCC2c2cc(OC)ccc2OC)c1C (stereo not given),-10%
CCn1nccc1C(=O)N1C[C@@H]2CCCN3CCC[C@@H]([C@H]23)[C@H]1CCCC(=O)NCC1CC1,13%

Next compounds follow:
molecule,KDM5B inhibitor
COc1cc(/C=C2\CCc3c2nc2ccccc2c3C(=O)O)cc(OC)c1OC,u
CCC1(N2CCN(S(=O)(=O)c3ccc(Cl)cc3C)CC2)CCN(C(=O)C(C)C)C1 (stereo not given),-26%
O=C(CN1C(=O)NC(Cc2c[nH]c3ccccc23)C1=O)Nc1ccc(Br)cc1F (stereo not given),-5%
CC(C)(C)c1ccc(CN2CCN(Cc3cc4n(n3)CCNC4)CC2)cc1,21%
Cc1nc2c(c(C)nn2-c2ccccc2)c(C)c1CCC(=O)NCCc1ccc(Cl)cc1,-17%
Cc1nn(CC(=O)N2CCCCC2)c(C)c1S(=O)(=O)NC(C)(C)C,-5%
CCOc1cc(=O)n2c(c1C(=O)Nc1ccc(C(=O)OC)cc1)CCCC2,-4%
O=C(Cn1c(=O)n(Cc2ccco2)c(=O)c2ccc(C(=O)NC3CCCC3)cc21)Nc1ccc(F)cc1,-19%
O=C(CSc1nc2ccccc2c2nc(-c3ccccc3)nn12)Nc1ccc(Br)cc1,-4%
Cc1ccc(-n2c(=O)c3oc4ccccc4c3n(Cc3ccccc3F)c2=O)cc1C,-22%
CNC(=O)[C@@H]1CN(C(=O)c2ccoc2)C[C@H]1COC,16%
COc1ccc(C(=O)NC2CCC(C)CC2)cc1S(=O)(=O)N(C)C (stereo not given),10%

2 entries from above, with the structure last.
KDM5B inhibitor	mol
21%	CC(C)(C)c1ccc(CN2CCN(Cc3cc4n(n3)CCNC4)CC2)cc1
-17%	Cc1nc2c(c(C)nn2-c2ccccc2)c(C)c1CCC(=O)NCCc1ccc(Cl)cc1

The list goes on:
molecule,KDM5B inhibitor
COc1ccc(-c2c(C)nn3c(C(F)(F)F)cc(-c4ccc(C)cc4)nc23)cc1,-31%
COC[C@@H]1CN(C(=O)c2ccco2)C[C@H]1c1nc(C2CC2)no1,2%
CCc1cc2c(SCC(=O)Nc3ccc(NC(C)=O)cc3)ncnc2s1,u
CC(=O)N1Cc2ccccc2CC2(CCCN2CCc2ccccc2)C1 (stereo not given),-16%[149 µM]
O=c1cc(-c2ccncc2)oc2c(-c3cccc4[nH]ccc34)nccc12,-30%[86.2 µM]
Cc1ccc(-n2nc(C)c3c(C)c(CCC(=O)NCc4ccccc4Cl)c(C)nc32)cc1,-35%
CC(Cn1cccn1)Nc1ccc(-c2nc(-c3ccccc3F)no2)cn1 (stereo not given),28µM*
